Source: PubChem
KCNK9 block: human KCNK9 channel inhibition; Q9NPC2; HEK293 KCNK9, FluxOR thallium flux fluorescence; stronger effect = lower value; B-score at 10 µM; 1.2% of 310,000 active;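 active = ratio B-score over 3 SD below the library mean, with starting fluorescence within 5 SD of its mean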;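 also: negative B-score means less thallium flux so channel inhibition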
KCNQ1 act: potentiators or activators of human KCNQ1 potassium channel; P51787; 0.35% of 310,000 active; AID 2648; CHO-K1 KCNQ1, thallium flux FluxOR fluorescence; stronger effect = higher value; B-score at 10 µM;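 active = fluorescence ratio B-score, a plate-corrected score, at least three library SD, with initial intensity B-score within 5 SD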
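System: CHO-K1 cells stably expressing KCNQ1 / Medium: assay buffer for compound exposure, DMSO matched across wells / Reagent: thallium- and potassium-containing depolarizing buffer / Compound: one concentration, matched DMSO / Incubation: 20 min compound pretreatment at room temperature / Measured by: kinetic FluxOR fluorescence, 10 s baseline plus 110 s post-stimulus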
KCNK3 inh: human KCNK3 channel inhibition, primary screen; 0.84% of 340,000 active; CHO-KCNK3 thallium flux, FluxOR fluorescence; stronger effect = lower value; B-score at 10 µM;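 active = B-score under library mean minus 4 SD, starting fluorescence ratio at most library mean plus 5 SD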;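 also: more negative B-score means stronger inhibition of thallium flux through KCNK3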
KCNQ1 block: inhibitors of human KCNQ1 potassium channel; P51787; CHO-K1 KCNQ1, FluxOR thallium flux fluorescence; stronger effect = higher value; B-score at 10 µM; 1.3% of 310,000 active; AID 2642;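 active = compounds whose thallium flux B-score, printed positive for inhibition, exceeds three library SD while starting fluorescence stays within three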;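 also: channel opened by potassium depolarization with thallium stimulus after 20 min compound exposure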
hERG protect: shields human hERG channel from block by proarrhythmic agents. Q12809. activation (rescue from dofetilide block), less the hit threshold, % at 10 µM. 0.51% of 310,000 active. AID 1511. CHO-hERG, FluxOR thallium flux, dofetilide IC70 present;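 active = activation above the mean of controls blocked by dofetilide plus 5 SD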;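 also: thallium influx through hERG after potassium depolarization seen as dye fluorescence rise; in these data hits start at about 4.7%; inactives centre near -7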
Platelet DG rel: modulates dense granule release in human platelets; AID 1663; 0.22% of 300,000 active; inhibition, %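 (compounds screened at 7.5 µM in platelet-rich plasma)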; human platelet-rich plasma, SFLLRN dense granule ATP release, luminescence;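 active = mean replicate score, as percent of positive control, at or above 50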
PolyA inh: blocks polyadenylation in yeast reporter cells; S. cerevisiae SKY197-pL101 polyadenylation reporter, beta-gal luminescence; efflux-impaired pdr1/pdr3 knockout yeast; score 100 = 6 SD above DMSO; calls only at 12 µM; 0.02% of 300,000 active; AID 1875;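 active = lowest replicate activity score at least 50, where 100 means six control SD above control mean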;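 also: yeast exposed to compound for 9 h at 30 °C; higher score means more reporter readthrough which indicates perturbed polyadenylation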
TRPC4 act: opens the mouse TRPC4 cation channel; HEK293 TRPC4beta/mu-opioid, Fluo4 calcium fluorescence; stronger effect = higher value; B-score at 10 µM; 0.49% of 310,000 active;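 active = B-score above 5 SD of library B-scores, and initial fluorescence ratio not above library mean plus 5 SD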;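 also: positive B-score marks a calcium rise read as TRPC4 activation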
Target sequence (Q9QUQ5 whole entry, looked up): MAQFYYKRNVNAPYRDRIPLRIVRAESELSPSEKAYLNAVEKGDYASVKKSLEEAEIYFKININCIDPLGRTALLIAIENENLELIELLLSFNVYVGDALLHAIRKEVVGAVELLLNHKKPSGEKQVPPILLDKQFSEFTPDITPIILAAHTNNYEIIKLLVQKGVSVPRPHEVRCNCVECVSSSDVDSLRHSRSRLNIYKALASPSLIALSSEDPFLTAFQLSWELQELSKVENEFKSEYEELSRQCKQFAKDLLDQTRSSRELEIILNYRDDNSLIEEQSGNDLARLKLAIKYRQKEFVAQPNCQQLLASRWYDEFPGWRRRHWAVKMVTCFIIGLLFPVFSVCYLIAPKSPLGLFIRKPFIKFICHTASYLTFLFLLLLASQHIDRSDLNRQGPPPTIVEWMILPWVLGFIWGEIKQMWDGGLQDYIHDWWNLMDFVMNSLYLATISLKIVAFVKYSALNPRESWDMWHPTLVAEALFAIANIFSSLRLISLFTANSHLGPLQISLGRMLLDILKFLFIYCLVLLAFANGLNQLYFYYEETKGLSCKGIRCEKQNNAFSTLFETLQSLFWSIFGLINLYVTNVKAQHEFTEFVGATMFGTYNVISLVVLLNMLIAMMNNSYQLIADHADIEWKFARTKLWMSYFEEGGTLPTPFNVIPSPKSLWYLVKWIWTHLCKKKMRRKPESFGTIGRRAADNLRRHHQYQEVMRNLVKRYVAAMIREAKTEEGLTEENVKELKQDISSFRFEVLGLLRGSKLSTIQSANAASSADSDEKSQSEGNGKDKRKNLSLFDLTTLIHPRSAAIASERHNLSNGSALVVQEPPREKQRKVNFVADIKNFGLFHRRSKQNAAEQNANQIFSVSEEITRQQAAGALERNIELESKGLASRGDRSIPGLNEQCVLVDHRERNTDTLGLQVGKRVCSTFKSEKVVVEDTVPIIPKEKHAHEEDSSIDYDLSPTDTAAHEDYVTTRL
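Assay system – TRPC4beta and mu-opioid receptor HEK293 stable cells · Measured by – Fluo4 fluorescence, kinetic · Schedule – dye loading 45 min room temperature, 110 s kinetic read · Read-out – B-scored integrated calcium fluorescence ratio · Controls – buffer and maximal DAMGO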
TRPC4 inh: inhibitors of mouse TRPC4 channel. 0.39% of 300,000 active. B-score at 10 µM. HEK293 TRPC4beta/mu-opioid, DAMGO-evoked Fluo4 calcium flux; stronger effect = lower value;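 active = B-score over 3 SD under the library average, no early fluorescence shift, positive overall ratio signal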
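Signal: kinetic Fluo4 fluorescence imaging of calcium influx. Material: stable TRPC4beta/mu-opioid receptor HEK293 cells. Probe or stimulus: DAMGO in two steps, submaximal then maximal.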
TRPC4 potent: TRPC4 (mouse) allosteric potentiation. Q9QUQ5. HEK293 TRPC4beta/mu-opioid, DAMGO EC20, Fluo-4 Ca2+ flux; stronger effect = higher value. B-score at 10 µM. 0.42% of 310,000 active. AID 2227;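 active = B-score of calcium response area above 5 SD of library B-scores, with initial fluorescence ratio within 5 SD of library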;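 also: B-score of integrated fluorescence ratio over time as area under calcium response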
Dyrk1A ADPGlo: Dyrk1A (rat) kinase inhibition; Q63470; ADP-Glo luminescence, NFATc1 peptide; inhibition, % at 12.5 µM; 0.43% of 310,000 active; AID 504441; in the data active = inhibition above about 50%;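 also: plate controls were vehicle with enzyme for no effect and no enzyme for full effect; many of its hits are not listed in these tables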
Starred values were filed as active, the others as inactive; i = inactive; . = no result given. Some of the compounds tested; rates above refer to the full screens.

Results follow in this order: KCNK9 block | KCNQ1 act | KCNK3 inh | KCNQ1 block | hERG protect | Platelet DG rel | PolyA inh | TRPC4 act | TRPC4 inh | TRPC4 potent | Dyrk1A ADPGlo
1: CC(C)N=c1cc2n(-c3ccc(Cl)cc3)c3ccccc3nc-2cc1Nc1ccc(Cl)cc1
 : -10.1* | i | i | 17* | -22.4 | 4.7 | i | i | i | i | -0.4
2: CCOc1ccc(-n2c(COc3ccc(C)cc3)nnc2SCC(N)=O)cc1
 : i | i | i | i | -12.8 | 1.4 | i | i | i | i | -0.5
3: CC(C)(C)NC(=O)Nc1ccccc1C(N)=O
 : i | i | i | i | 0.8 | 5.2 | i | i | i | i | 1.8
4: COc1cccc(NC(=O)Cn2c3ccc(OC)cc3c3nc4n(c(=O)c32)CCS4)c1
 : i | i | i | i | -3.8 | -1.5 | i | i | i | i | -1.5
5: Cc1cc(C)c[n+](CC(=O)c2ccccc2)c1
 : i | i | i | i | -4.3 | -3.3 | i | i | i | i | 7.3
6: COc1ccc(-n2c(NNC(C)=O)nc3sc4c(c3c2=O)CCCC4)cc1
 : i | i | i | i | -8.3 | -3.1 | i | i | i | i | .
7: CC(=O)Nc1ccc(NC(=O)c2ccc(COc3ccccc3Br)o2)cc1
 : i | i | i | i | -9.0 | 1.2 | i | i | i | i | 5.3
8: Cc1cc(C)n(CC(=O)N/N=C/c2ccc([N+](=O)[O-])s2)n1
 : i | i | i | i | -7.6 | 3.5 | i | i | i | i | -4.3
9: CCCCOc1ccccc1C1NC(=O)CCC1[N+](=O)[O-] (stereo unspecified)
 : i | i | i | i | -4.4 | 1.5 | i | i | i | i | 41.3
10: COc1ccc(/C(O)=C2/C(=O)C(=O)N(CC3CCCO3)C2c2ccc(O)c(OC)c2)cc1 (stereo unspecified)
 : i | i | i | i | -8.2 | 6.4 | i | i | i | i | 0.5
11: O=C(Nc1nnc(-c2ccccc2)s1)c1ccccc1O
 : i | i | i | i | -6.7 | -1.9 | i | i | i | i | -2.8
12: CCOC(=O)Cn1c(=O)n(Cc2ccc(OC)cc2)c(=O)c2cccnc21
 : i | i | i | i | -6.5 | 9.2 | i | i | i | i | 2.8
13: CC1(C)NC(=O)N(CCCOc2ccccc2Br)C1=O
 : i | i | i | i | -9.1 | -6.8 | i | i | i | i | 3.1
14: CC1=C[C@@H](C)[C@@H](c2ccc(C(F)(F)F)cc2)OC1=O
 : i | i | i | i | 0.0 | -1.5 | i | i | i | i | 5.2
15: CC(=O)Nc1ccc(N2C(C(C)=O)=NN(c3ccccc3)C2c2cccs2)cc1 (stereo unspecified)
 : i | i | i | i | -9.9 | 1.7 | i | i | i | i | 3.9
16: O=c1c2c(nc3c(-c4cccc5ccccc45)c[nH]n13)CCC2
 : i | i | i | i | -9.9 | -1.6 | i | i | i | i | -0.1
17: Cc1ccc(N(CC(=O)NCc2ccco2)C(=O)CNS(=O)(=O)c2ccc(F)cc2)c(C)c1
 : i | i | i | i | -4.2 | -2.3 | i | i | i | i | -2.4
18: CCOC(=O)c1c(-c2ccc(C)s2)csc1NC(=O)c1cccs1
 : i | i | i | i | -6.2 | -0.5 | i | i | i | i | -3.1
19: CCOc1cc(S(=O)(=O)NCCCN2CCOCC2)c(C)cc1C
 : i | i | i | i | -0.7 | 0.3 | i | i | i | i | -4.8
20: COc1ccc(CCn2c(NN=C3CCCC3)nc3c2c(=O)[nH]c(=O)n3C)cc1
 : i | i | i | i | -10.7 | 28.2 | i | i | i | i | 4.9
21: O=C(CN1CCC(O)CC1)N1c2ccccc2C=Cc2ccccc21
 : i | i | i | i | -6.8 | -0.6 | i | i | i | i | 3.6
22: CC(C)(C)n1cnc2cc(NC(=O)c3cccs3)ccc21
 : i | i | i | i | -5.1 | 2.4 | i | i | i | i | 4.9
23: O=[N+]([O-])c1cccc(/C=N/Nc2nc(N3CCCCC3)nc(N3CCCCC3)n2)c1
 : i | i | i | i | -17.8 | -1.7 | i | i | i | i | 2.2
24: CCOCCCNc1nc2c(c(=O)n(C)c(=O)n2C)n1CCCc1ccccc1
 : i | i | i | i | -17.8 | -0.3 | i | i | i | i | -6.0
25: CCCn1c(=O)[nH]c(=O)c2c(C(F)(F)F)cc(-c3ccc(C)cc3)nc21
 : i | i | i | i | -1.1 | -4.6 | i | i | . | i | -5.3
26: O=C(c1ccccc1)N(NC(=O)C(O)(c1ccccc1)c1ccccc1)c1cccc(F)c1
 : i | i | i | i | 0.9 | 2.8 | i | i | i | i | -7.0
27: NS(=O)(=O)c1ccc(-n2ncc3c(=O)[nH]c(SCC(=O)Nc4nccs4)nc32)cc1
 : i | i | i | i | -2.2 | 7.8 | i | i | i | i | 4.8
28: CN(C)CCn1c(=O)n(Cc2ccco2)c(=O)c2c3c(sc21)CCCCC3
 : i | i | i | i | -20.0 | 8.0 | i | i | i | i | 1.8
29: NNC(=O)c1sc2cc(C(F)(F)F)cnc2c1-c1cccs1
 : i | i | i | i | -6.2 | 4.1 | i | i | i | i | -1.8
30: CCOC(=O)C(C)Sc1nnc(-c2c[nH]c3ccccc23)n1C (stereo unspecified)
 : i | i | i | i | -12.3 | 2.8 | i | i | i | i | 0.5
31: O=C(c1ccc2c(c1)OCO2)N(c1ccc(Br)cc1)C1C=CS(=O)(=O)C1 (stereo unspecified)
 : i | i | i | i | -6.4 | 6.4 | i | i | i | i | -8.4
32: O=c1[nH]c2cccnc2n(CCNc2ncc(C(F)(F)F)cc2Cl)c1=O
 : i | i | i | i | -2.2 | -3.9 | i | i | i | i | -1.6
33: O=C(c1cc(-c2ccccn2)nc2ccc(Cl)cc12)N1CCN(CCc2ccccc2)CC1
 : i | i | i | i | -12.7 | -7.1 | i | i | i | i | .
34: COc1cc(/C=C2\SC(=O)N(CCN)C2=O)ccc1OS(=O)(=O)c1cc(C)ccc1C
 : i | i | i | i | -35.4 | 6.6 | i | i | i | i | .
35: CCOc1ccc(NC(=O)CSc2nnc(C)n2Cc2ccccc2)cc1
 : i | i | i | i | -6.1 | 2.1 | i | i | i | i | -7.9
36: O=c1c2ccccc2oc2ccc(C#CC3(O)CCCCC3)cc12
 : i | i | i | i | -16.3 | 9.2 | i | i | i | i | 3.0
37: C=CCn1c(SCC(=O)O)nc2sc(CC)cc2c1=O
 : i | i | i | i | -4.7 | 7.5 | i | i | i | i | 1.4
38: CC(=O)Nc1ccc(NC(=O)Cc2ccc(S(=O)(=O)N3CCCCC3)s2)cc1
 : i | i | i | i | -8.0 | 0.1 | i | i | i | i | -1.0
39: CCOC(=O)Cn1nc(C)c(NC(=O)c2cccc([N+](=O)[O-])c2)c1C
 : i | i | i | i | -8.7 | 4.8 | i | i | i | i | .
40: COc1cc2nc(CN(C)Cc3ccc(SC)cc3)[nH]c(=O)c2cc1OC
 : i | i | i | i | -12.5 | 1.8 | i | i | i | i | -2.3
41: CSc1nc(N2CCN(C)CC2)c2c(c1C#N)CC(C)(C)OC2
 : i | i | i | i | -6.8 | 1.6 | i | i | i | i | 1.0
42: CC(C)C(=O)Nc1cccc(C(=O)Nc2ccc3c(c2)OCO3)c1
 : i | i | i | i | -9.4 | 12.1 | i | i | i | i | -2.7
43: COc1ccc(NS(=O)(=O)c2cccc(C(=O)N(C)CC(=O)Nc3ccc(C)cc3)c2)cc1
 : i | i | i | i | -17.1 | 3.9 | i | i | i | i | -9.4
44: C=CCNC(=O)/C(C#N)=C/c1ccccc1OCc1ccc(C(=O)OC)cc1
 : i | i | i | i | -7.0 | -0.5 | i | i | i | i | -2.0
45: Cc1cn(C2OC(CC(=O)Oc3ccccc3)C(O)C2O)c(=O)[nH]c1=O (stereo unspecified)
 : i | i | i | i | -6.6 | 0.4 | i | i | i | i | -7.2
46: COc1ccc(C(=O)N2N=C(c3ccc(NS(C)(=O)=O)cc3)CC2c2cccs2)cc1 (stereo unspecified)
 : i | i | i | i | -9.9 | 0.0 | i | i | i | i | .
47: c1ccc(Oc2cccc3cccnc23)nc1
 : i | i | i | i | -3.5 | -24.3 | i | i | i | i | .
48: COc1ccc(CNC(=O)C(=O)NCC2CCCO2)cc1 (stereo unspecified)
 : i | i | i | i | -2.6 | -4.8 | i | i | i | i | 7.4
49: Nc1c(NCc2ccccc2)c(=O)[nH]c(=O)n1Cc1ccccc1
 : i | i | i | i | -6.1 | 0.7 | i | i | i | i | -0.9
50: CSc1ccc(/C=C(\C#N)C(=O)NC2CCCCC2C)cc1 (stereo unspecified)
 : i | i | i | i | -14.5 | -0.4 | i | i | i | i | -1.4
51: Cc1occc1-c1nnc(SCC(=O)Nc2c(F)cccc2F)n1C
 : i | i | i | i | -2.3 | 1.8 | i | i | i | i | -0.2
52: COCCNC(=O)CSc1nc2cc3c(cc2c(=O)n1CCCC(=O)NCc1ccc(OC)cc1)OCO3
 : i | i | i | i | -3.6 | 13.7 | i | i | i | i | .
53: CCOC(=O)N1CCN(CC(=O)c2c(C)[nH]c3ccccc23)CC1
 : i | i | i | i | -7.5 | -8.1 | i | i | i | i | -12.0
54: Cc1nc2scc(-c3ccc(Cl)cc3)c2c(=O)n1N
 : i | i | i | i | -1.1 | -5.8 | i | i | i | i | 0.0
55: O=C(Nc1ccccc1)C1CCCN1/C=C/C(=O)C(F)(F)F (stereo unspecified)
 : i | i | i | i | -14.9 | 1.1 | i | i | i | i | .
56: O=C(Oc1c(Br)cc(Br)c2cccnc12)N1CCCCC1
 : i | i | i | i | -17.2 | 11.7 | i | i | i | i | 7.8
57: CCN(CC(=O)Nc1c(F)cccc1F)C(=O)c1ccc(COc2ccccc2)o1
 : i | i | i | i | -8.9 | -1.6 | i | i | i | i | 3.8
58: COc1ccc(C)cc1N(CC(=O)Nc1cccc(N(C)S(C)(=O)=O)c1)S(C)(=O)=O
 : i | i | i | i | -6.5 | 2.5 | i | i | i | i | -0.3
59: CC(=O)NN1C(=O)c2ccccc2NC1c1cccc([N+](=O)[O-])c1 (stereo unspecified)
 : i | i | i | i | -2.5 | -2.7 | i | i | i | i | 0.5
60: CCOc1cc(/C=N/NS(=O)(=O)c2ccccc2)ccc1OS(=O)(=O)c1ccc(C)cc1
 : i | i | -9.36* | i | -12.9 | -35.6 | i | i | i | i | .
61: O=c1c2ccccc2nnn1CSc1nnc(-c2cccnc2)n1-c1ccccc1F
 : i | i | i | i | -10.8 | -26.5 | i | i | i | i | 4.4

Records above shown as hits in KCNK3 inh.
item | SMILES | KCNK9 block | KCNQ1 act | KCNK3 inh | KCNQ1 block | Platelet DG rel | PolyA inh | TRPC4 act | TRPC4 inh | TRPC4 potent | Dyrk1A ADPGlo
60 | CCOc1cc(/C=N/NS(=O)(=O)c2ccccc2)ccc1OS(=O)(=O)c1ccc(C)cc1 | i | i | -9.36* | i | -35.6 | i | i | i | i | .
